# Screens deposited in PubChem by National Center for Advancing Translational Sciences (NCATS).
# aSyn yeast inh: alpha-synuclein toxicity inhibition in yeast. Potency, µM (highest dose often 46.1 µM), without a hit: top-dose growth rescue (activation), most hits filed as activators. AID 652106. Yeast expressing alpha-synuclein, growth rescue, BacTiter-Glo, 24 h. 370,000 tested, 0.14% active; note: potency is the fitted concentration of half-maximal effect; % of control where 0% means no effect; nearly all actives have a fitted effect of over 65% in size
#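 Rescue of yeast growth: cells expressing toxic alpha-synuclein, induced in galactose at OD600 0.02, incubated with compound 24 h at 30 C. ATP luminescence quantified growth; inhibitors of toxicity appear as activators.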
# D3 ag: agonists of human D3 dopamine receptor. P35462. D3R DiscoveRx beta-arrestin cells, luminescence, 90 min. max activation, %. 410,000 tested, 0.58% active; in the data active = max activation above about 30%; note: 0% is about no effect; mostly tested at two doses, the higher about 12 µM
# Target sequence (P35462 whole entry, looked up): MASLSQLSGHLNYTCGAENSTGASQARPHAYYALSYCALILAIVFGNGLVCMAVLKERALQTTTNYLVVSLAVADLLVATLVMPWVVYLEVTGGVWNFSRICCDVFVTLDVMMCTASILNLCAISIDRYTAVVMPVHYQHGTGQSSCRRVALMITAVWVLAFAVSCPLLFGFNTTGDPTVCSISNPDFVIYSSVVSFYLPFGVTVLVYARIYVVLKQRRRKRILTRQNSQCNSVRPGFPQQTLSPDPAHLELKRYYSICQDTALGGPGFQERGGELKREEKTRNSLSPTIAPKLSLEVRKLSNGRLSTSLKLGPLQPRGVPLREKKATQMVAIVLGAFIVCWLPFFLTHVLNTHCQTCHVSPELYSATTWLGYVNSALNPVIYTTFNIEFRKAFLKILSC
#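 Agonist-mode cell screen: cells plated at 1500/well and incubated overnight at 37 °C, then exposed to library compounds for 90 min at 37 °C. Detection reagent was added for 30–60 min at room temperature, and luminescence was read.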
# PTHR1 agonist: agonists of human PTHR1 parathyroid hormone receptor. HEK293 GP2 PTHR1 cells, GloSensor cAMP luminescence, 1 h. Potency, µM (top dose mostly 115 µM), for inactives: top-dose activation, usual class: activators. 410,000 tested, 0.075% active; note: potency is the fitted concentration of half-maximal effect; nearly all actives have a fitted effect of over 55% in size; some results filed as inactive show a strong effect at the top dose; inactives centre near -15; many of its hits are not listed in these tables
# Target sequence (Q03431 whole entry, looked up): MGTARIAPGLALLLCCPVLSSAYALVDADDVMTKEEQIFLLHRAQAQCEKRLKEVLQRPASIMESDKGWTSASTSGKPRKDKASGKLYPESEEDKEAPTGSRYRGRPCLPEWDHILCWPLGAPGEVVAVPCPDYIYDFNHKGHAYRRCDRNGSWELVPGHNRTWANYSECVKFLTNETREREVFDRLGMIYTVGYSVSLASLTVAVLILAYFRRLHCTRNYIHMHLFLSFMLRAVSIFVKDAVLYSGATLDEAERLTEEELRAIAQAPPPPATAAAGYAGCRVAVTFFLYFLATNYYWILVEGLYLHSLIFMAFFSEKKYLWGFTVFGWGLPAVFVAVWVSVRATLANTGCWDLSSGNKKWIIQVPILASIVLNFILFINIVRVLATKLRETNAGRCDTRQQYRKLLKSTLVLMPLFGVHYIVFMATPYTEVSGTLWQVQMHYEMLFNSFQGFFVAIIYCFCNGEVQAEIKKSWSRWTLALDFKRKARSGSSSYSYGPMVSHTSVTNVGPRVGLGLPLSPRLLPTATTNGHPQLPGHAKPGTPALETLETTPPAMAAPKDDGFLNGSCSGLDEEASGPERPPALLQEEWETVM
#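 HEK-293-derived GP2 cells expressing PTHR1 and a GloSensor cAMP reporter, 3,000/well, plated overnight, given luciferin plus IBMX (each 0.5 mM as added) for 1 h at 37 °C, then compound for 1 h at 37 °C. Luminescence was read after 15 min at room temperature.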
# D3 antag: blocks the human D3 dopamine receptor. D3R cells, DiscoveRx beta-arrestin luminescence, antagonist mode; stronger effect = lower value. max response, negative = inhibition, %. AID 652054. P35462. 360,000 tested, 2.5% active; in the data active = max response below about -50%; inconclusive = no clear call, values can overlap the other calls; note: % is set by controls: 0 for no effect and ±100 for the full control effect; mostly tested at two doses, the higher about 12 µM
#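 Cells expressing the human receptor were seeded at 1500 cells/well, incubated overnight at 37 degrees C in 5% CO2, then exposed to library compounds with dopamine controls for 90 minutes at 37 degrees C before luminescent detection.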
# HEK293 tox: cytotoxicity counter-screen for GLP-1 receptor inverse agonists; HEK293 cAMP-luciferase reporter cells, luminescence, 24 h; Potency, µM (titrated, usually from 38.3 µM), for the others: at the top dose activity change, negative = inhibition, most hits filed as inhibitors; 410,000 tested, 0.13% active;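 note: loss of luciferase light is scored as toxicity; potency is the fitted concentration of half-maximal effect; % is set by controls: 0 for no effect and ±100 for the full control effect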
#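 1536-well qHTS counterscreen of the MLSMR; 200 cells/uL, 12 h pre-incubation, 23 nL cpd, 24 h at 37 deg C 5% CO2, luciferase detection reagent, 12 min RT, luminescence. Inhibition = undesired.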
# GLP-1R inv ag: acts as inverse agonist at human GLP-1 receptor; HEK293 GLP-1R CRE-luciferase, luminescence, 24 h; GLP-1R form is constitutively active; Potency, µM (top dose mostly 38.3 µM), for the others: at the top dose activity change, negative = inhibition, hits mostly inhibitors; 410,000 tested, 1.6% active; note: potency is the fitted concentration of half-maximal effect; % is set by controls: 0 for no effect and ±100 for the full control effect; nearly all actives have a fitted effect of over 55% in size
#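 Cells are plated, allowed 12 hours at 37 deg C, then treated with compounds for 24 hr before luciferase detection reagent is added and luminescence is read after 12 min at room temperature. The HEK293 line carries constitutively active GLP-1R with a cAMP-responsive reporter.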
# GLP1R ag: activates the human GLP-1 receptor; AID 624172; Potency, µM (top dose mostly 45.6 µM), without a hit: top-dose activation, hits mostly activators; HEK293 GLP-1R CRE-luciferase, luminescence, 4-6 h; cells express a hypersensitive GLP-1R form; 380,000 tested, 0.007% active; note: potency is the fitted concentration of half-maximal effect; % of control where 0% means no effect
# KB-V1 MDR tox: kills drug-selected multidrug resistant KB-V1 cells; KB-V1 MDR cells viability, CellTiter-Glo, 72 h; Potency, µM (series often up to 46.1 µM), for inactives: at the highest dose activity change, negative = cytotoxicity, hits mostly cytotoxic; 400,000 tested, 3.4% active; AID 1347076; note: potency is the fitted concentration of half-maximal effect; % is set by controls: 0 for no effect and ±100 for the full control effect; nearly all actives have a fitted effect of over 60% in size
#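 KB-V1 MDR subline cells in DMEM (phenol-red free, 10% FBS) exposed to compounds in qHTS concentration series for 72 h at 37 degrees C. Viability read by CellTiter-Glo luminescence; concentration-effect curves fitted after normalization and correction.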
# TDP-43 yeast inh: inhibitors of TDP-43 toxicity in yeast; TDP-43 expressing yeast growth rescue, BacTiter-Glo, 24 h; Potency, µM (top dose mostly 46.1 µM), without a hit: top-dose growth rescue (activation), actives largely listed as activators; 410,000 tested, 1.8% active; AID 652104; note: potency is the fitted concentration of half-maximal effect; % of control where 0% means no effect; nearly all actives have a fitted effect of over 50% in size
#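 Galactose-induced TDP-43 yeast, OD600=0.02, compound pinned; 24 hr, 30 deg C; BacTiter-Glo luminescence for growth. Inhibitors of TDP-43 toxicity read as activators.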
# Numbers without * were called inactive; i = inactive; ? = inconclusive; . = no result given; [ ] = remark or other dose. Unless noted, calls come from the whole dose curve; as a rule, active = well fitted curve in the direction sought with a large enough effect; inconclusive = small, poorly fitted or top-dose-only effect, or another doubt; inactive = no such curve, though single readings can be large; an effect the other way counts as inactive or inconclusive.
structure	PTHR1 agonist	GLP1R ag	TDP-43 yeast inh	D3 antag	aSyn yeast inh	GLP-1R inv ag	D3 ag	KB-V1 MDR tox	HEK293 tox
CC(C)C(=O)Nc1ccc(S(=O)(=O)N2CCC(c3nc4ccccc4[nH]3)CC2)cc1	-24%	2%	19%	-5	-3%	-12%	-7	0%	29%
COc1ccc(/C=C(\NC(=O)c2ccc(Cl)cc2)C(=O)NCCCN2CCOCC2)cc1OC	i	14%	1%	-18	-4%	32%[activator]	-2	0%	5%
CCc1cc(=O)oc2cc(OC(C)C(=O)NCCCn3ccnc3)ccc12 (stereo not given)	i	-3%	-3%	-1	1%	-26%	-3	0%	-5%
NC(=S)NN=C1c2cc(Cl)ccc2-c2c1cc(Cl)cc2[N+](=O)[O-]	-34%[inhibitor]	0%	?	-5	-6%	?	5	15µM*	?
Cc1cccc(OCc2nc(C#N)c(NCc3ccc4c(c3)OCO4)o2)c1	-13%[57.5 µM]	4%	?	19	27%	11µM*	3	-16%	-5%
CC(C)CC(c1nnnn1C(C)C)N1CCN(c2cccc(Cl)c2)CC1 (stereo not given)	-8%	1%	-13%	0	11%	?	0	-26%	-7%
CC1=C(C(=O)N2CCOCC2)CC(CC(=O)NCc2cccc3ccccc23)C(=O)N1CCCN1CCCC1=O (stereo not given)	-14%	-1%	0%	6	0%	4%	-3	0%	-8%
CCOc1cc(/C=N/N=C(\N)c2nonc2N)cc(Br)c1OCc1cccc2ccccc12	i	-18%	10%	13	-4%	?	6	?	?
N#Cc1c(NC(=O)C2CC(Cl)=CCC2C(=O)O)sc2c1CCCC2 (stereo not given)	i	-1%	-17%	1	-3%	-34%	5	9%	0%
Cc1cc(C(=O)CN2C(=O)c3ccccc3C2=O)c(C)n1Cc1cccs1	-33%[inhibitor]	-8%	-20%	5	-1%	-28%	1	?	1%
O=C(CSc1ccc(-c2ccccc2)nn1)c1ccccc1	-5%	0%	15%	23	4%	12%	2	16%	-7%
Cc1cccc(NC(=O)/C(C#N)=C\c2ccc(C(=O)O)cc2)c1	-31%[inhibitor]	-4%	5%	0	-8%	24%	4	-2%	4%
Cc1ccc(NC(=O)CN2C(=O)S/C(=C\C(=O)Nc3ccc(Cl)cc3)C2=O)cc1	i	13%	14%	0	2%	1%	7	19%	-25%
COc1ccccc1C(=O)N/C(=C\c1cn(S(=O)(=O)N(C)C)c2ccccc12)C(=O)N1CCN(C)CC1	i	0%	-4%	-7	-4%	-21%	-9	5%	-9%
Cc1ccc2c(c1)[C@H]1[C@H](CO2)[C@H](c2ccccc2)[C@]2(C)C(=O)N(CC3CCCO3)CC(=O)N12 (stereo not given in full)	-23%	-1%	9%	1	6%	1%	-10	-8%	3%
COc1cc(C(O)c2nc(-c3cnn(C)c3)cs2)ccc1F (stereo not given)	-15%	-2%	0%	-2	5%	-19%	7	-8%	0%
Cc1ccc(OCCCCn2c(CCNC(=O)C(C)(C)C)nc3ccccc32)cc1	-83%[inhibitor]	.	15%	.	.	-26%	9	-10%	1%
CCN(CC)C(=O)c1ccc(C(=O)c2ccccc2)cc1	-8%[57.5 µM]	-1%	21%	-11	1%	6%	-5	0%	-8%
COc1ccc(/C=N/n2c(SC)nnc(C(C)(C)C)c2=O)cc1OC	-8%	1%	9%	-17	-1%	0%	4	-8%	-1%
COc1ccc(-n2nc(C(=O)NCC(=O)NCCC3=CCCCC3)c3ccccc3c2=O)cc1OC	i	12%	-3%	37	4%	13%	0	0%	-1%
O=C(/C=C/c1ccccc1)N/C(=C\c1ccco1)C(=O)O	-1%	-1%	-9%	17	-1%	25%	3	0%	3%
CCCc1nc2cc(C)c(Br)c(C)n2c1Cc1ccccc1OC	-17%	4%	?	?	4%	?	-2	-39%	4%
COc1ccc(/C=C/C(=O)c2c(C)cc(C)[nH]c2=O)c2ccccc12	-36%[inhibitor]	-5%	-1%	-23	5%	?	-1	-20%	-7%
CC1CCCCN1C(=O)CSc1nnc(-c2c[nH]c3ccccc23)o1 (stereo not given)	-33%[inhibitor]	-3%	-11%	11	1%	13%	0	?	?
CCOc1ccc2c(c1)cc(CN(C(=O)CC)C1CCCCC1)c1nnnn12	i	8%	13%	6	-5%	-23%	5	-25%	-17%
CN1C(=O)S/C(=C/c2ccc(OCc3cccc(C(=O)O)c3)cc2)C1=O	-7%	-13%	-3%	-19	10%	-15%	0	0%	6%
Cc1cccn2c(=O)nc(SCC(=O)NCc3ccc4c(c3)OCO4)nc12	i	8%	7%	12	-10%	36%	10	4%	-3%
COC(=O)c1ccc(CNC(=O)c2cc(S(=O)(=O)NCc3ccccc3)ccc2C)cc1	-64%[inhibitor]	6%	6%	-13	-3%	?	-3	-19%	-28%
COc1cc(OC)c(NC(=O)CCCn2c(=O)oc3ccccc32)cc1Cl	-27%	0%	?	24	-2%	10%	-19	3%	1%
C[C@H](NC(=O)c1nc[nH]c1C(=O)OCc1ccccc1)c1ccccc1	0%	4%	21%	39	-11%	-29%	12	0%	8%
CN(C)S(=O)(=O)c1ccc(C(=O)NC(=O)CSc2nncs2)cc1	27%	-5%	-2%	-15	-7%	-7%	-1	28%	2%
Cc1cc(-c2ccc(S(=O)(=O)N3CCN(c4ccc(F)cc4)CC3)s2)on1	i	-2%	-5%	1	0%	15%	-3	7%	-6%
COc1ccccc1-c1cc(C(=O)Nc2ccc(F)cc2F)no1	i	-16%	-4%	0	4%	44%	-13	-19%	1%
CCc1ccc([C@@H]2CC(=O)[C@@H]3CN(S(=O)(=O)c4ccc(Cl)cc4)[C@H](c4ccc(C)cc4)C[C@@H]3N2S(=O)(=O)c2ccc(C)cc2)cc1	-3%	0%	15%	7	-3%	18%	9	6%	0%
C/C(=N\NC(=O)c1cccnc1)c1ccc(Br)cc1	-8%	5%	-9%	-13	-4%	63%	-14	-1%	2%
COc1ccc(NC(=O)Cn2cnc3c(cnn3C(C)(C)C)c2=O)cc1OC	i	5%	19%	3	1%	1%	6	-26%	-1%
Cc1ccc(C)n1-c1ncn[nH]1	i	-12%	6%	8	-4%	0%	-6	23%	-1%
Cc1ccc2nc(NC(=O)C3CCN(S(=O)(=O)c4cc([N+](=O)[O-])ccc4Cl)CC3)sc2c1	-20%	-11%	?	10	12%	?	21	?	14%[1.53 µM]
Cc1cc(C)c(NC(=O)C2CCCN2CCOC(=O)c2cccc([N+](=O)[O-])c2)c(C)c1 (stereo not given)	-23%	-6%	-17%	-14	-3%	?	1	-12%	6%
Cc1cc2nc(-c3nnnn3Cc3ccccc3)c(=O)[nH]c2cc1C	i	-3%	18%	25	6%	-10%	7	9%	118%[activator]
O=C(NC1CCN(Cc2ccccc2)CC1)C1CCCN(c2nnc(-n3cccc3)s2)C1 (stereo not given)	i	8%	9%	?	-2%	-27%	-12	2%	-3%
Cn1c(=O)c([N+](=O)[O-])c(NCc2ccccc2)c2ccccc21	-11%[57.5 µM]	4%	-28%	0	8%	8%	2	-18%	-13%
O=C(CSc1nc2scc(-c3ccccc3)c2c(=O)[nH]1)NCCc1ccccc1	-38%[inhibitor]	7%	5%	6	0%	4%	-29	.	7%
CCOCCn1cnc2sc(C(=O)Nc3ccccc3C(=O)OC)c(C)c2c1=O	-22%	.	4%	.	.	5%	-33	20%	14%
CCOC(=O)N=S(N)(=O)c1ccc(Cl)cc1 (stereo not given)	i	4%	-1%	-22	-20%	?	-1	1%	11%
CCN(CC(=O)Nc1c(F)cccc1F)C(=O)CNC(=O)c1ccc(C)s1	i	3%	-21%	?	3%	-5%	-10	3%	-6%
CC(=O)c1cccc(-c2ccnc3c2CC(C(=O)Nc2cccnc2)O3)c1 (stereo not given)	i	-2%	13%	10	3%	13%	3	0%	-4%
CC(C)(C)NC(=O)COC(=O)c1snc(C(=O)NC2CCCCC2)c1N	-3%	1%	?	46	16%	0%	2	?	10%
CCOc1ccccc1N1Cc2cc(C)c(C)cc2C1	-3%	2%	2%	-5	-4%	16%	3	-5%	1%
C=CCSC1=C(C#N)C(c2ccccc2OCC)CC(=O)N1 (stereo not given)	-14%[57.5 µM]	-9%	-7%	2	-28%	2%	0	-13%	9%
COc1ccccc1C(=O)NCCC(=O)N1CCN(c2cccc(C(F)(F)F)c2)CC1	-27%	3%	-27%	1	1%	?	0	-19%	-17%
CCN(CC)S(=O)(=O)c1cccc(NC2=NCCCCC2)c1	1%	-1%	-1%	4	-9%	4%	0	-17%	13%
CC(C)Oc1nc(-c2ccccc2Cl)nc2ccccc12	-4%	?	-6%	-1	1%	?	-7	-3%	?

# Rewritten with values under each structure: 4 of the compounds above
# Every second line gives: PTHR1 agonist	GLP1R ag	TDP-43 yeast inh	D3 antag	aSyn yeast inh	GLP-1R inv ag	D3 ag	KB-V1 MDR tox	HEK293 tox
> Cc1cc(-c2ccc(S(=O)(=O)N3CCN(c4ccc(F)cc4)CC3)s2)on1
    i	-2%	-5%	1	0%	15%	-3	7%	-6%
> Cc1ccc2nc(NC(=O)C3CCN(S(=O)(=O)c4cc([N+](=O)[O-])ccc4Cl)CC3)sc2c1
    -20%	-11%	?	10	12%	?	21	?	14%[1.53 µM]
> Cc1ccc(C)n1-c1ncn[nH]1
    i	-12%	6%	8	-4%	0%	-6	23%	-1%
> COc1ccccc1-c1cc(C(=O)Nc2ccc(F)cc2F)no1
    i	-16%	-4%	0	4%	44%	-13	-19%	1%

# These rows are one share of the data. The share of hits here may be higher or lower than overall.
